AP complement: alternative complement pathway inhibitors, primary screen, biochemical, ELISA, human serum, orthogonally pooled compounds; 62,000 compounds, 0.08% hits; inhibition, % at 5 µM; LPS-coated ELISA, C3 deposition; tested in compound mixtures;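 active = inhibition above 30% in each of the two pooled mixtures holding the compound, so the lower value exceeds 30%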;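 also: 0% = serum in Mg-EGTA without compound and 100% = EDTA serum blank; some compounds past the cut are filed as inactive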
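Assay system: human serum alternative complement pathway, C3 deposition on LPS-coated wells; Dosing: 5 µM per compound in ten-compound mixtures; Detection: Anti-C3 ELISA, OD 450 nm; Buffer or medium: Mg2+-EGTA GVB++ buffer containing human serum at 1:15 dilution; Timing: 1 h at 37 °C; Replication: two different pools per compound.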
DUSP1 inh: MKP-1 phosphatase inhibitors, primary screen, biochemical, in vitro | Dual specificity protein phosphatase 1 (Homo sapiens), P28562 | recombinant MKP-1, OMFP hydrolysis fluorescence | inhibition, %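 (compounds tested at a single concentration somewhere between 10 and 100 µM)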 | 65,000 compounds, 0.15% hits | AID 374, 2006;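 active = inhibition above about 50%, limit read from the data; inconclusive = inhibition over screen mean plus 3 SD, below that limit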;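 also: 0% = DMSO max control wells and 100% = wells with enzyme stopped by NaOH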
JNK3 blocker: JNK3 kinase activity inhibitors, primary screen, biochemical, human, purified enzyme; HTS; inhibition, % at 8 µM; 60,000 compounds, 0.61% hits; in the data active = inhibition above about 17%;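 also: 0% = DMSO and 100% = reference inhibitor; many of its hits are not listed in these tables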
Target sequence (P53779 whole entry, looked up): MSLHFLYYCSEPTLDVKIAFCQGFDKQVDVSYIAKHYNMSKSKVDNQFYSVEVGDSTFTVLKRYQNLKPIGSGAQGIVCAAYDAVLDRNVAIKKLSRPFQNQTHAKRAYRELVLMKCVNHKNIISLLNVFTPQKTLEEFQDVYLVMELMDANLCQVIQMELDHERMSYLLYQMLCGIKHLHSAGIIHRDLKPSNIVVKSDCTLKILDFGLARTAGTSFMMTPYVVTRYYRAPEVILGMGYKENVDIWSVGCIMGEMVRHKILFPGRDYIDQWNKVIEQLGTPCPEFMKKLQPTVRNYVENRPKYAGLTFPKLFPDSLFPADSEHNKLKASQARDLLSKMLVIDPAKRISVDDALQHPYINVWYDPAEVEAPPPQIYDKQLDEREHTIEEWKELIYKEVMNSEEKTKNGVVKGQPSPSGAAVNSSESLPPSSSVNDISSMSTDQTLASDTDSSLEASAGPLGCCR
A340 absorber: compound light absorbance at 340 nm, profiling panel, artefact control, biochemical, MLSMR library, data from PS, PMK, MK assays. compound absorbance at 340 nm, fold over control. 65,000 tested, under 10 active. fold change at 10 µM;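 active = at 10 µM dose, initial 340 nm absorbance at least 2 fold that of control wells; inactive = change under 2 fold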;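 also: initial absorbance extrapolated from kinetic A340 decline of NADH oxidation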
FXIa inh mix: FXIa protease inhibitors in compound pools, primary screen, biochemical, 10-compound mixtures. Coagulation factor XI (Homo sapiens), P03951. purified FXIa, fluorogenic substrate, pooled mixtures. inhibition, % at 5 µM. 62,000 compounds, 0.19% hits;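 also: each value is inhibition by a whole ten-compound pool holding the compound; 0% = enzyme with no mixture and 100% = wells lacking enzyme; strong numbers were not always called active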
Cdc25B block: inhibitors of Cdc25B phosphatase catalytic domain, primary screen, biochemical, OMFP fluorescence. recombinant Cdc25B, OMFP fluorescence Ex485/Em525. 65,000 compounds, 0.1% hits. inhibition, %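 (compounds tested at 10 µM final in the well)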; in the data active = inhibition above about 50%
FXIIa inh mix: human factor XIIa inhibitors, primary screen, biochemical, pooled compound mixtures, fluorogenic substrate | Coagulation factor XII (Homo sapiens), P00748 | purified FXIIa | inhibition, % at 5 µM | 62,000 compounds, 0.2% hits | AID 684, 2007;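 also: 0% = enzyme without compound and 100% = no enzyme blank; some results filed as inactive read as strong as hits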
Target sequence (P00748 20-372 limits assumed): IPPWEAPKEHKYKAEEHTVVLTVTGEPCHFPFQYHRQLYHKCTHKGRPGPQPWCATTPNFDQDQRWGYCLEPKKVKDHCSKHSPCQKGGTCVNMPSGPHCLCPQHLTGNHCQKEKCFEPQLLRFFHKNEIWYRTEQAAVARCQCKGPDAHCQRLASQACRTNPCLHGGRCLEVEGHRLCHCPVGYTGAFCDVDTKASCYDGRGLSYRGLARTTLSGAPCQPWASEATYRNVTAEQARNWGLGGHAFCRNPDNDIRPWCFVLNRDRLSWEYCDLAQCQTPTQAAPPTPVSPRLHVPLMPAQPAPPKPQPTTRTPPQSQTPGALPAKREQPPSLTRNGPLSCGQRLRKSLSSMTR
Target sequence (P00748 373-615 limits assumed): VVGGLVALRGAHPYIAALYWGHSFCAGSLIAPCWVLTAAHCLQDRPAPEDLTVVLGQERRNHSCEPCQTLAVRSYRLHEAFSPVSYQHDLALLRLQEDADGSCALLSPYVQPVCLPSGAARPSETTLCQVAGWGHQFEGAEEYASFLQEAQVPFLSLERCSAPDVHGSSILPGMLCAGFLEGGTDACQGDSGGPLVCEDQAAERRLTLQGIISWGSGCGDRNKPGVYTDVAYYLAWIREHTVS
MMP13 inh: human MMP13 inhibitors, primary screen, biochemical, FRET peptide cleavage; inhibition, % at 4 µM; AID 570, 2006; Collagenase 3 (Homo sapiens), P45452; 65,000 compounds, 0.07% hits; MMP-13 fTHP FRET cleavage, Mca fluorescence;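 active = inhibition above the mean of compound-free control plate wells plus 3 SD, cut at about 14% in these data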;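 also: 0% = DMSO wells and 100% = wells with reference MMP-13 inhibitor after basal subtraction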
Hsp90 inh: tumor Hsp90 inhibitors, primary screen, cell lysate, fluorescence polarization, NCI-N417 lysate. Heat shock protein HSP 90-alpha (Homo sapiens), P07900. Cy3B-geldanamycin FP displacement. inhibition, % at 30 µM. 64,000 compounds, 0.35% hits. AID 429, 2006;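 active = inhibition above 50%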;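 also: 0% = tracer plus lysate wells and 100% = tracer alone without lysate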
* = called active by the depositor; u = inconclusive; x = no result given; [ ] = another dose, or the depositor's remark. Rule as the data show it, unless noted: active = inhibition above about 20% (passing the limit was not always enough); inactive = the rest. Compounds were not picked by outcome; any-hit rate near 1.5%.

SMILES | AP complement | DUSP1 inh | JNK3 blocker | A340 absorber | FXIa inh mix | Cdc25B block | FXIIa inh mix | MMP13 inh | Hsp90 inh
COc1ccc(-c2cnc(N)nc2-c2ccc(OC)cc2O)cc1 | -1 | -28 | 31* | 1.1 | 7 | -2 | 3 | 3 | 8
Cc1nc2ccccn2c1-c1csc(NCc2ccco2)n1 | -4 | 3 | 4 | 1.1 | -2 | -11 | 1 | -2 | -1
COc1ccc(NC(=O)CSc2nc3sc(C)c(C)c3c(=O)n2Cc2ccco2)cc1 | 24 | 10 | -2 | 1.1 | 0 | 12 | 5 | -8 | -8
COc1cc(OC)c(OC)cc1CNCCNC(=O)c1nonc1N | 11 | -37 | 4 | 0.98 | 2 | -14 | 5 | 1 | -1
Cc1ccc2c(c1)CCCN2C(=O)c1cccs1 | 6 | 3 | -5 | 1.1 | 0 | 2 | -13 | -2 | -15
c1csc(CCNc2ncnc3sc4c(c23)CCC4)c1 | 28 | 6 | -1 | 1 | 6 | -16 | 1 | -3 | -3
C=CCn1c(SCc2csc(C)n2)nc2scc(-c3ccc(C)o3)c2c1=O | 5 | 9 | 8 | 1.1 | 2 | -8 | -22 | 2 | -1
COC(=O)c1cc(OC)c(OC)cc1NC(=O)CCc1ccc(C)o1 | -4 | 12 | -1 | 1 | 1 | -12 | 0 | -5 | 3
Cc1cccc(-n2c(SCCC(=O)O)nnc2-c2cccs2)c1C | -3 | 7 | 1 | 1 | 4 | -4 | -2 | -11 | -4
C=CCOc1ccc(C2/C(=C(\O)c3c(C)[nH]c(C(=O)OC)c3C)C(=O)C(=O)N2CCN(C)C)cc1 (stereo not given) | 12 | -7 | -5 | 1.1 | 8 | -12 | 6 | 3 | -8
CN1C(=O)c2ccc(N(C)C)cc2C1=O | x | -13 | -5 | 1 | x | 0 | x | 3 | -2
CCN(CC)C(=O)CN1CCC(n2c(C)nc3cc(C(F)(F)F)ccc32)CC1 | 20 | -9 | 4 | 0.97 | 6 | -16 | -19 | -2 | -2
CCCC(=O)NCc1ccc2c(c1)cc(C)n2C | 4 | -3 | -7 | 1 | 7 | -14 | 1 | -7 | -3
CN(C)S(=O)(=O)c1cccc(C(=O)Nc2ccc(Cl)cn2)c1 | 1 | 3 | -1 | 1.1 | 8 | -3 | 0 | 0 | -1
CCN(Cc1ccccc1)S(=O)(=O)c1ccc2oc(C(=O)O)c(C)c2c1 | 7 | 19 | 2 | 1 | 4 | 34 | 12 | 0 | -2
COc1ccc(C)cc1-n1nnnc1SCC(=O)Nc1cc(C)on1 | 16 | 4 | 3 | 0.99 | -2 | -29 | 0 | -2 | -1
Cc1nc2ccccc2c(=O)n1NCc1cc(Br)cs1 | 13 | 10 | 5 | 0.99 | 3 | -12 | 2 | -1 | 1
CCOc1ccccc1CNC(=O)c1cc2occc2n1C | 18 | 3 | -2 | 1 | 2 | -11 | 6 | 7 | -3
COc1ccc(NC(=O)C(C)N(c2ccc(C)cc2)S(C)(=O)=O)c(OC)c1 (stereo not given) | 16 | -3 | -2 | 1 | 7 | -7 | 7 | 0 | -3
Cc1cc(NC(=O)COc2ccccc2)n(-c2ccccc2)n1 | 6 | -9 | -1 | 1 | 0 | -2 | 4 | -10 | -7
COc1cc(C(=O)Nc2cccc(-c3nc4cc(C)ccc4o3)c2)cc(OC)c1OC | 20 | 17 | -6 | 0.99 | -11 | 1 | 6 | 3 | 1
Cc1nn(CC(=O)NCCc2ccccc2)c(=O)c2ccccc12 | 16 | 5 | 8 | 1 | 3 | -1 | 5 | 2 | -2
CCCCOC(=O)c1ccc(NC(=O)CSCc2n[nH]c(=O)[nH]2)cc1 | 2 | 17 | -8 | 1 | 1 | -6 | -3 | 5 | -4
CCCCC(=O)NCCc1ccc(S(N)(=O)=O)cc1 | -10 | -9 | -4 | 0.99 | 1 | -15 | 3 | 2 | 0
Nc1nc(-c2ccc(Cl)cc2)cc(C(F)(F)F)n1 | 9 | 3 | 6 | 1 | -3 | -10 | 5 | -3 | -4
O=C(Nc1nnc(C2CC2)o1)c1ccc(S(=O)(=O)N2CCCc3ccccc32)cc1 | 11 | 14 | -8 | 1.1 | 2 | 2 | 7 | 10 | -2
COc1ccc(-c2nnc3sc(CCN4C(=O)c5ccccc5C4=O)nn23)cc1 | 10 | -2 | -2 | 1 | 6 | 2 | 2 | 5 | -1
COc1cc(C)c(N(C(C)=O)c2ccccc2)c(C)c1 | -1 | 10 | -2 | 1 | 13 | -8 | 12 | 3 | -3
CCOC(=O)C(C#N)c1ccccn1 (stereo not given) | -7 | 1 | 3 | 1.1 | 4 | -7 | 5 | 10 | -1
C/C(CC(O)(/C=N/O)c1ccccc1)=N\O (stereo not given) | 9 | -5 | 2 | 0.98 | -1 | 4 | 5 | 0 | -7
Cc1cc(C(=O)CN2C(=O)c3ccccc3C2=O)c(C)n1C1CC1 | 6 | 3 | 4 | 0.99 | -1 | -7 | -17 | 0 | -4
CCOC(=O)c1ncn2c1C(=O)OC2(C)C | 7 | 12 | -4 | 0.96 | 6 | 10 | 4 | 1 | -3
O=C(CSc1nnc(CNc2ccc(Cl)cc2)n1Cc1ccccc1)NCc1ccco1 | -3 | 1 | 1 | 0.96 | -1 | -24 | -17 | 4 | 0
CCCCOc1ccc(Cl)cc1CSc1nncn1N | 5 | 5 | -6 | 1 | 5 | 0 | -20 | 6 | -4
COCCCNC(c1ccccc1)c1ccncc1 (stereo not given) | 9 | -11 | 2 | 1 | 1 | 11 | 2 | 2 | -3
CCCCCN=C(C)c1c(O)c2ccccc2oc1=O | 6 | 1 | 5 | 1.1 | 8 | -2 | 0 | 5 | 3
COc1ccc2c(c1)OC1(C)CC2C(C(=O)c2ccccc2OC)C(=O)N1 (stereo not given) | 2 | -2 | -1 | 1 | 6 | -41 | -2 | -1 | -1
CSc1oc(-c2ccco2)nc1S(=O)(=O)c1ccc(F)cc1 | 1 | 0 | 5 | 1.1 | 2 | 2 | 11 | -1 | -6
COCCCn1c(CCC(=O)O)ccc1-c1ccc(F)cc1 | -2 | 33 | -4 | 1 | -19 | 1 | 2 | -53 | -4
CSC1=C(C#N)C(c2cccs2)CC(=O)N1C (stereo not given) | 8 | 0 | x | 1 | 4 | -11 | 2 | -2 | x
Cn1c(C(=O)N2CCN(c3ccc(F)cc3)CC2)cc2c(=O)n(C)c3ccccc3c21 | 9 | 14 | 1 | 1 | 9 | -6 | 7 | -1 | -2
CC(=O)N1CCN(c2ccccc2NC(=O)c2cc(Br)ccc2Cl)CC1 | 1 | 10 | -1 | 1.1 | 0 | -11 | 9 | 3 | 3
COC(=O)c1c(NC(=O)c2ccc(Br)o2)sc(C)c1C | 16 | -13 | -1 | 1 | 10 | -16 | 1 | 1 | -2
CCC(=O)c1ccc(OCCn2cncn2)cc1 | 7 | 17 | -4 | 1 | -8 | -4 | 18 | 5 | -11
Cc1ccc(C)c(CSc2nnc([C@@H](N)C(C)C)o2)c1 | 13 | -22 | 3 | 1 | 3 | 0 | 8 | -2 | 0
Cc1c(NC(=O)c2ccccc2NS(=O)(=O)c2ccc(F)cc2)c(=O)n(-c2ccccc2)n1C | 21 | 25 | 1 | 1 | 6 | -6 | -4 | 3 | 1
COc1ccc(CNCCNC(=O)c2ccco2)c(OC)c1OC | 12 | 13 | -15 | 1 | 3 | -16 | 8 | 2 | 3
CC(C)CC(=O)Nc1ccc2oc(-c3cccnc3)nc2c1 | 5 | 12 | 5 | 1.1 | 3 | 0 | 10 | -263[fluorescence artefact?] | -1
c1ccc(NC(=NCc2ccco2)c2ccccc2)cc1 | 9 | 1 | 2 | 1 | 8 | -4 | 3 | -1 | 2
c1ccc(Cc2nn3c(C4COc5ccccc5O4)nnc3s2)cc1 (stereo not given) | 10 | 10 | 1 | 1 | 3 | -7 | 12 | 4 | -4
CCOc1ccc(/C(O)=C2/C(=O)C(=O)N(CCN(C)C)C2c2ccccc2)cc1Cl (stereo not given) | x | -7 | 0 | 1.1 | x | 23 | x | -1 | -2
O=C(CC1Nc2ccccc2NC1=O)Nc1ccccc1 (stereo not given) | 0 | u | 0 | 1.1 | 11 | 8 | 2 | -11 | -2
CCOc1ccc(OCC)c(NS(=O)(=O)c2cccc3nsnc23)c1 | -3 | 9 | x | 1.1 | 7 | -10 | 1 | 4 | x
CCn1c2ccccc2c2cc(C3C(C#N)=C(N)OC4=C3C(=O)CC(C)(C)C4)ccc21 (stereo not given) | 18 | 10 | -6 | 0.97 | 5 | -11 | 6 | 4 | -3
O=C(CSc1nc2ccccc2c(=O)[nH]1)c1cccs1 | -3 | -3 | -2 | 1.1 | 1 | -10 | -3 | 1 | -3
COc1ccc(-c2cc(C(F)(F)F)nc(SCCC(=O)N3CCN4CCCC4C3)n2)cc1 (stereo not given) | x | 7 | 4 | 1.1 | x | 7 | x | -15 | -2
COc1ccccc1C1C(C(N)=O)=C(C)Nc2ncnn21 (stereo not given) | 4 | -11 | 0 | 1.1 | 6 | 0 | 4 | 1 | -8
Cc1cccc2cc(C(c3nnnn3Cc3ccc4c(c3)OCO4)N3CCCC3)c(=O)[nH]c12 (stereo not given) | 7 | 8 | -3 | 1 | 31 | 6 | -4 | 3 | 0
Cc1sccc1C1C(C#N)=C(N)SC(N)=C1C#N | x | -12 | 6 | 1.1 | x | -22 | x | -7 | -12
O=C(CS(=O)(=O)c1cn(Cc2cccc(F)c2)c2ccccc12)N1CCOCC1 | 11 | 16 | x | 1 | 10 | -2 | -18 | 5 | x

Full records, looked up by structure. Order of values: AP complement | DUSP1 inh | JNK3 blocker | A340 absorber | FXIa inh mix | Cdc25B block | FXIIa inh mix | MMP13 inh | Hsp90 inh
Profile of COc1cc(OC)c(OC)cc1CNCCNC(=O)c1nonc1N = 11 | -37 | 4 | 0.98 | 2 | -14 | 5 | 1 | -1
Profile of COc1ccccc1C1C(C(N)=O)=C(C)Nc2ncnn21 (stereo not given) = 4 | -11 | 0 | 1.1 | 6 | 0 | 4 | 1 | -8
Profile of Cc1ccc2c(c1)CCCN2C(=O)c1cccs1 = 6 | 3 | -5 | 1.1 | 0 | 2 | -13 | -2 | -15

Later entries.
SMILES | AP complement | DUSP1 inh | JNK3 blocker | A340 absorber | FXIa inh mix | Cdc25B block | FXIIa inh mix | MMP13 inh | Hsp90 inh
O=C(CSc1ncnc2nc[nH]c12)c1ccc(Cl)cc1 | 11 | -12 | -7 | 0.99 | 5 | -6 | 1 | 3 | -2
COc1ccc2cc(C(c3nnnn3CCc3ccccc3)N3CCC(O)CC3)c(=O)[nH]c2c1 (stereo not given) | -9 | 6 | 3 | 1.1 | -2 | 14 | 8 | 0 | -30
Cc1cccc(-n2nnc(C(=O)NCc3ccco3)c2N)c1 | 8 | -8 | -3 | 0.98 | 8 | 10 | 7 | 4 | -1
CCCCC(=O)Nc1ccc2c(c1)nc1n2CCOC1 | 11 | -11 | -4 | 1 | 1 | 8 | 1 | -4 | 0

Screens from PubChem BioAssay.
